# Screening results (PubChem)
# tuberculosis growth: growth inhibition of non-replicating M. tuberculosis (AID 488890); Mycobacterium tuberculosis non-replicating, growth inhibition; higher % means a stronger effect; one-dose inhibition, % at 25 µM; IC50 in µM for titrated hits; hit rate 0.39% among 320,000; in the data active means a potency from the dose series; inconclusive means inhibition mostly from about 82% at the one dose, without a potency; inactive means the rest, 99 in 100 with inhibition below about 76%;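 further: plate controls were DMSO cells for no effect and high antibiotic wells for full effect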
# VEEV TC-83 Vero: inhibitors of VEEV TC-83 cytopathic effect, confirmation, Vero cells (AID 588727). hit rate 0.13% among 350,000. one-dose inhibition, % at 20 µM; IC50 in µM for titrated hits. Vero cells, VEEV TC-83 cytopathic effect inhibition; higher % means a stronger effect; in the data active means a potency from the dose series; inconclusive means inhibition mostly from about 14% at the one dose, without a potency; inactive means the rest, 99 in 100 with inhibition below about 12%; further: strong numbers were not always called active
# M. tuberculosis HTS: M. tuberculosis growth inhibition, HTS (AID 449762) | M. tuberculosis H37Rv growth inhibition, 7H9 media; higher % means a stronger effect | inhibition, % at 25 µM; hits with a dose series show IC50 in µM | hit rate 0.59% among 330,000; in the data active means a potency from the dose series; inconclusive means inhibition above about 70% without an active follow-up result;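 further: bacterial growth assessed after seven days of incubation; strong numbers were not always called active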
# PhoP GFP inhibition: PhoP regulon inhibitors, Salmonella typhi PhoP promoter GFP reporter, confirmatory (AID 1850) | Salmonella Typhi PhoP-promoter GFP reporter, fluorescence, 4 h; higher % means a stronger effect | inhibition, % at 50 µM; hits with a dose series show IC50 in µM | hit rate 0.33% among 310,000; in the data active means a potency from the dose series; inconclusive means inhibition mostly from about 25% at the one dose, without a potency; inactive means the rest, 99 in 100 with inhibition below about 19%;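 further: 0% = induced wells with vehicle and 100% = uninduced wells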
# influenza NS1A: H1N1 influenza NS1A inhibitors, functional cell based assay (AID 504329); NS1A functional cell-based assay, percent inhibition; higher % means a stronger effect; inhibition, % at 12.5 µM, or IC50 in µM where a hit was titrated; hit rate 0.3% among 340,000; in the data active means a potency from the dose series; inconclusive means inhibition above about 27% without an active follow-up result; further: strong numbers were not always called active
# VEEV TC-83 Vero 10K pilot screen: further read-out of VEEV TC-83 Vero, marked with its call; inhibition, %; measured here: 10K pilot screen inhibition
# Numbers without * were called inactive; i = inactive; ? = inconclusive; nt = not tested or not shown.
SMILES,tuberculosis growth,VEEV TC-83 Vero,M. tuberculosis HTS,PhoP GFP inhibition,influenza NS1A,others
O=[N+]([O-])c1ccc(NC(=S)N2CCc3ccccc3C2)cc1,-1%,i,-2%,18%,8%,
COC(=O)CNC(=O)C(Cc1c[nH]c2ccccc12)NC(=O)Oc1ccccc1 (stereo unspecified),8%,i,-7%,-3%,10%,
CCOc1ccc(-n2cnnn2)cc1S(=O)(=O)NC1CC1,-12%,i,1%,-2%,-5%,
C=C(c1ccccc1O)n1ccnc1,-4%,0.6%,0%,-9%,-3%,
Cc1ccc(C)n1-c1ccc(-c2nnco2)cc1,25%,i,-5%,-4%,4%,
O=C(Nc1ccc2c(c1)OCO2)c1ccc(S(=O)(=O)NCC2CCCO2)cc1 (stereo unspecified),-14%,1.2%,0%,-3%,-2%,
CCOc1ccc(NC(=O)Nc2ccc(N(C)C(C)=O)cc2)cc1,7%,8.0%,-3%,-7%,-3%,
CC(Oc1ccc2c3c(c(=O)oc2c1)CCCC3)C(=O)NCc1ccncc1 (stereo unspecified),4%,0.1%,2%,-10%,-13%,
C#CCn1c2ccccc2c2nc3ccccc3nc21,-12%,0.7%,-1%,1%,-14%,
COc1ccccc1-c1nc2ccccc2c(=O)n1NC(=O)c1cccs1,5%,0.6%,9%,-12%,-10%,
Cc1ccc(CN2CCC(n3nccc3NC(=O)c3ccccc3C)CC2)o1,11%,3.6%,-2%,-2%,8%,
Nc1nc(NCc2ccco2)nc(Nc2ccc(F)cc2)c1[N+](=O)[O-],-2%,1.5%,-4%,-14%,-21%,
O=S(=O)(NCC(c1ccco1)N1CCN(c2ccccc2F)CC1)c1ccc2c(c1)OCCO2 (stereo unspecified),40%,i,0%,4%,-7%,
COc1ccc(C(CNC(=O)COc2ccc(F)cc2Cl)N2CCCCC2)cc1 (stereo unspecified),12%,1.6%,1%,nt,-4%,
CC(C)(C)c1ccc(/C=C/C(=O)N2CCOCC2)cc1,12%,1.4%,-10%,-3%,3%,
C[C@H]1CN(C2CCCCC2)C(=O)[C@@H]1CC(=O)NCc1ccccc1,-5%,1.0%,-4%,-8%,-4%,
COc1ccc(OC)c(Nc2nc(N)nc(CSc3nnc(-c4ccncc4)o3)n2)c1,6%,nt,-16%,7%,nt,
CCCCNS(=O)(=O)c1ccc(OCC(=O)OC)cc1,i,i,-12%,-5%,2%,
Cc1ccc(S(=O)(=O)N2CCC(C(=O)OCC(=O)N(C)CC(=O)Nc3ccc(F)cc3)CC2)cc1C,9%,i,-9%,4%,8%,
CCc1ccc(OCC(=O)NC(=S)Nc2ccc(C)cc2C)c(Br)c1,-11%,i,4%,-8%,-3%,
Cc1occc1-c1nnc(SCC(=O)c2ccc(Cl)cc2)n1CC1CCCO1 (stereo unspecified),-3%,i,-5%,1%,2%,
O=C(NC(=S)Nc1ccc(Cc2ccncc2)cc1)c1ccccc1F,74%,3.1%,1%,-3%,10%,
CC(=O)NC1=NN(C(C)=O)C2(S1)C(=O)N(CC(C)C)c1ccc(C)cc12 (stereo unspecified),10%,i,-5%,3%,13%,
COc1cccc(NC(=O)Cn2nnc(C(=O)NCCc3ccccc3)c2N)c1,-3%,1.4%,7%,0%,3%,
COc1ccc(Sc2ncnc3onc(C)c23)cc1,nt,0.4%,3%,4%,6%,

# 19 entries out of the list, arranged by formula weight, largest number first:
SMILES,tuberculosis growth,VEEV TC-83 Vero,M. tuberculosis HTS,PhoP GFP inhibition,influenza NS1A,others
Cc1ccc(S(=O)(=O)N2CCC(C(=O)OCC(=O)N(C)CC(=O)Nc3ccc(F)cc3)CC2)cc1C,9%,i,-9%,4%,8%,
O=S(=O)(NCC(c1ccco1)N1CCN(c2ccccc2F)CC1)c1ccc2c(c1)OCCO2 (stereo unspecified),40%,i,0%,4%,-7%,
COc1ccc(OC)c(Nc2nc(N)nc(CSc3nnc(-c4ccncc4)o3)n2)c1,6%,nt,-16%,7%,nt,
COc1ccc(C(CNC(=O)COc2ccc(F)cc2Cl)N2CCCCC2)cc1 (stereo unspecified),12%,1.6%,1%,nt,-4%,
Cc1occc1-c1nnc(SCC(=O)c2ccc(Cl)cc2)n1CC1CCCO1 (stereo unspecified),-3%,i,-5%,1%,2%,
O=C(Nc1ccc2c(c1)OCO2)c1ccc(S(=O)(=O)NCC2CCCO2)cc1 (stereo unspecified),-14%,1.2%,0%,-3%,-2%,
COC(=O)CNC(=O)C(Cc1c[nH]c2ccccc12)NC(=O)Oc1ccccc1 (stereo unspecified),8%,i,-7%,-3%,10%,
CC(Oc1ccc2c3c(c(=O)oc2c1)CCCC3)C(=O)NCc1ccncc1 (stereo unspecified),4%,0.1%,2%,-10%,-13%,
COc1ccccc1-c1nc2ccccc2c(=O)n1NC(=O)c1cccs1,5%,0.6%,9%,-12%,-10%,
CC(=O)NC1=NN(C(C)=O)C2(S1)C(=O)N(CC(C)C)c1ccc(C)cc12 (stereo unspecified),10%,i,-5%,3%,13%,
O=C(NC(=S)Nc1ccc(Cc2ccncc2)cc1)c1ccccc1F,74%,3.1%,1%,-3%,10%,
Nc1nc(NCc2ccco2)nc(Nc2ccc(F)cc2)c1[N+](=O)[O-],-2%,1.5%,-4%,-14%,-21%,
O=[N+]([O-])c1ccc(NC(=S)N2CCc3ccccc3C2)cc1,-1%,i,-2%,18%,8%,
CCOc1ccc(-n2cnnn2)cc1S(=O)(=O)NC1CC1,-12%,i,1%,-2%,-5%,
CCCCNS(=O)(=O)c1ccc(OCC(=O)OC)cc1,i,i,-12%,-5%,2%,
COc1ccc(Sc2ncnc3onc(C)c23)cc1,nt,0.4%,3%,4%,6%,
C#CCn1c2ccccc2c2nc3ccccc3nc21,-12%,0.7%,-1%,1%,-14%,
Cc1ccc(C)n1-c1ccc(-c2nnco2)cc1,25%,i,-5%,-4%,4%,
C=C(c1ccccc1O)n1ccnc1,-4%,0.6%,0%,-9%,-3%,

# Next part
SMILES,tuberculosis growth,VEEV TC-83 Vero,M. tuberculosis HTS,PhoP GFP inhibition,influenza NS1A,others
COC(=O)C(C)NC(=O)C(C)NC(=O)OCc1ccccc1 (stereo unspecified),-15%,6.8%,10%,10%,2%,
Fc1ccc(-c2oncc2-c2nnnn2-c2ccccc2)cc1F,13%,1.7%,-4%,-5%,-10%,
COc1cccc(CN2CCNC(=O)C2CC(=O)NCC2CCOCC2)c1 (stereo unspecified),-17%,1.6%,-8%,-10%,-12%,
CCOC(=O)c1[nH]c2ccc(OC)cc2c1NC(C)=O,-1%,i,5%,4%,-8%,
COc1ccc(C(=O)Nc2ccccc2N2CCCCC2)cc1[N+](=O)[O-],56%,0.6%,-3%,1%,5%,
CCN1CCc2c(sc(NC(=O)c3ccc(S(=O)(=O)N4CCCC4)cc3)c2C(=O)NC)C1,-1%,?,3%,-4%,2%,
Fc1cc(Cl)ccc1NC(=S)NCCN1CCOCC1,19%,0.1%,-7%,6%,-6%,
O=C(CSc1nn(-c2ccccc2)c(=S)s1)NC(=O)NCc1ccco1,16%,1.1%,4%,5%,12%,
O=C1CSC(c2ccc([N+](=O)[O-])cc2)N1CCN1CCCCC1 (stereo unspecified),-4%,1.4%,-12%,-8%,8%,
COC(=O)c1ccc(C)c(NC(=O)C2COc3ccccc3O2)c1 (stereo unspecified),58%,6.3%,3%,0%,0%,
O=C(COC(=O)c1cc2ccccc2cc1O)Nc1cccnc1Cl,4%,i,-17%,-7%,-1%,
O=C(CCc1ccccc1)Nc1ncc([N+](=O)[O-])s1,50%,1.0%,-10%,-5%,6%,
CCCCn1nc2cc(C(=O)N[C@H](C)C3CCCCC3)ccc2c1OCC,13%,0.3%,-4%,1%,-10%,
Clc1ccc(-c2csc(Nc3cccnc3)n2)cc1,5%,2.2%,5%,2%,-13%,
Cc1cc(C)c2c3c(sc2n1)C1(CCSCC1)C(C#N)=C(N)O3,22%,0.9%,12%,-13%,-6%,
COc1ccc(NS(=O)(=O)c2cccc(C(=O)NNC(=O)c3cncc(Br)c3)c2)cc1,-10%,4.6%,-1%,12%,-14%,
COc1ccccc1NS(=O)(=O)c1cccc(C(=O)N/N=C/c2ccc(OCC(=O)O)cc2)c1,29%,0.8%,7%,11%,0%,
Cc1cc(C)c(NC(=O)C2CCC(=O)N2)c(C)c1 (stereo unspecified),-5%,0.2%,-2%,7%,4%,
O=C(CC1(O)C(=O)N(CN2CCOCC2)c2ccccc21)c1ccccc1 (stereo unspecified),-2%,0.9%,4%,-4%,0%,
Nc1cccc(/C=C/C(=O)O)c1,-2%,0.3%,2%,-7%,15%,
O=C(COc1ccc(-n2cnnn2)cc1)Nc1ccc(F)c(Cl)c1,33%,i,-7%,nt,3%,
CC1CCC(NC(=O)Cn2cnc3sccc3c2=O)CC1 (stereo unspecified),-5%,2.4%,-6%,nt,-7%,
COC(=O)c1c(C)[nH]c(C(=O)OCC(=O)c2ccc(C)s2)c1C,68%,4.8%,57%,nt,-29%,
COc1ccc(NC(=S)NCCc2ccccc2)c(OC)c1,nt,i,nt,-2%,5%,
COCCCn1c(Cc2csc(Nc3cccc(Cl)c3)n2)nnc1SCC(=O)OC1CCCCC1,66%,0.7%,61%,0%,5%,

# Reprinted from the part before: two compounds, followed by the next part.
SMILES,tuberculosis growth,VEEV TC-83 Vero,M. tuberculosis HTS,PhoP GFP inhibition,influenza NS1A,others
COc1ccc(NC(=S)NCCc2ccccc2)c(OC)c1,nt,i,nt,-2%,5%,
COCCCn1c(Cc2csc(Nc3cccc(Cl)c3)n2)nnc1SCC(=O)OC1CCCCC1,66%,0.7%,61%,0%,5%,
Oc1ccc(/C=N/N2CCCCC2)c(O)c1O,-7%,2.0%,7%,-38%,-2%,
COCCNC(=O)Cn1cnc2sc(C)c(S(=O)(=O)N3CCC(C)CC3)c2c1=O,-21%,4.0%,0%,3%,6%,
O=C(CCC1CCCC1)NNC(=O)COc1ccc(Br)cc1,28%,3.1%,-5%,nt,-8%,
COC(=O)c1ccc(CNC(=O)CSC2=NCCS2)cc1,31%,2.6%,16%,2%,-1%,
CC(C)N1CCC(N2CCN(Cc3ccc4nonc4c3)CC2CCO)CC1 (stereo unspecified),0%,0.5%,0%,8%,-17%,
Brc1cc2[nH]cnc2c2ccccc12,15%,1.1%,1%,4%,-14%,
CC(=O)NNc1ncnc2c1cnn2-c1ccc(C)c(Cl)c1,-5%,4.1%,7%,-12%,-8%,
CCOc1ccccc1N(CC(=O)NCCSc1ccccn1)S(=O)(=O)c1ccc(C)cc1,25%,2.8%,-9%,1%,-7%,
O=c1c2c(nc3nc(COc4ccccc4)[nH]n13)CCC2,25%,i,3%,0%,-6%,
O=C(NC1CCOCC1)C1CCC(=O)N(CCc2cccc(F)c2)C1 (stereo unspecified),-1%,6.5%,3%,0%,-2%,
Cc1ccc(OCC(O)CN2CCc3ccccc3C2)c(C)c1 (stereo unspecified),56%,0.5%,6%,-11%,9%,
COc1ccccc1C(=O)Nc1ccc2c(c1)nc1n2CCN(Cc2ccccc2)C1,47%,6.9%,59%,7%,8%,
COc1ccc(NC(=O)N[C@@H](CCSC)C(=O)O)cc1Cl,-14%,2.2%,-12%,-4%,19%,
CNC(=O)c1csc(-c2ccc(C)cc2)n1,14%,1.2%,60%,-14%,4%,
Cc1cc(NC(=O)CSCC(=O)Nc2nc3ccc(F)cc3s2)no1,7%,5.0%,-6%,nt,-6%,
CCN1CCN(C(=O)NCc2ccccc2)CC1,-10%,i,0%,2%,7%,
O=C1NC(=S)S/C1=C/c1ccc(Oc2cnccn2)cc1,?,1.0%,1%,-3%,7%,
COC(=O)[C@@]12CCCCN1[C@H](c1ccc(-c3ccc(F)cc3)c(OC)c1)[C@@H]1C(=O)N(C)C(=O)[C@@H]12,15%,0.8%,3%,1%,-56%,VEEV TC-83 Vero 10K pilot screen=5.2
